pAkt inh – blocks phosphorylation of Akt; Neuro2A IGF-stimulated pAkt S473 HTRF, 20 min; stronger effect = lower value; activity change, % for hits at 50 µM; hit rate 0.32% among 360,000; in the data active = activity change below about -80%; inconclusive = mostly about -51% to -80%; also: % is scaled to controls: 0 for no effect and ±100 for the full control effect
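Single-point screen (50 µM final compound) in Neuro2A cells stimulated 20 min with 6 nM IGF at 37 deg C. After lysis, Ser473-phosphorylated Akt read by HTRF (ex 330 nm, em 615/665 nm) as the 665/615 ratio.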
TGFb inhibitor – inhibitors of TGF-b signaling; HepG2 CAGA-GFP TGF-b/SMAD3 reporter, GFP fluorescence, 18 h; TGF-beta stimulated, 500 pg/mL final; Potency, µM (series often up to 46.1 µM), inactives show at the top dose activity, negative = inhibition, most hits filed as inhibitors; hit rate 1.2% among 410,000; AID 588855; also: potency is read from the fitted curve at half-maximal effect; % is scaled to controls: 0 for no effect and ±100 for the full control effect; nearly all actives have a fitted effect of over 65% in size
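TGF-beta reporter screen: HEPG2 CAGA-GFP, 1% FBS, 500 pg/mL TGF-beta final, 18 h; per-cell GFP summed per well; curves fitted and categorized by class.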
CCT modulator – cytosolic chaperonin activity modulation; purified chaperonin ATPase assay, HTRF ADP detection, 30 min; activity change, % (no concentration beside the values), hits read low; hit rate 0.3% among 360,000; AID 651819; in the data active = activity change below about -30%; also: % is scaled to controls: 0 for no effect and ±100 for the full control effect
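Nucleotide hydrolysis assay: TRiC at 20–40 nM final (set by batch activity) with 10 uM ATP, 30 min at 37 °C, in presence of 76 uM compound. Detection by competitive ADP HTRF, 30 min ambient.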
EPAC2 antag – antagonists of human EPAC2; Potency, µM (highest dose often 114 µM), for the others: at the highest dose activity, negative = inhibition, usual class: inhibitors; AID 720708; EPAC2 GEF exchange of Rap1B-BODIPY-GDP, fluorescence; Q8WZA2; hit rate 0.18% among 360,000; also: potency is read from the fitted curve at half-maximal effect; % is scaled to controls: 0 for no effect and ±100 for the full control effect; nearly all actives have a fitted effect of over 45% in size; many of its hits are not listed in these tables
Target sequence (Q8WZA2 whole entry, looked up): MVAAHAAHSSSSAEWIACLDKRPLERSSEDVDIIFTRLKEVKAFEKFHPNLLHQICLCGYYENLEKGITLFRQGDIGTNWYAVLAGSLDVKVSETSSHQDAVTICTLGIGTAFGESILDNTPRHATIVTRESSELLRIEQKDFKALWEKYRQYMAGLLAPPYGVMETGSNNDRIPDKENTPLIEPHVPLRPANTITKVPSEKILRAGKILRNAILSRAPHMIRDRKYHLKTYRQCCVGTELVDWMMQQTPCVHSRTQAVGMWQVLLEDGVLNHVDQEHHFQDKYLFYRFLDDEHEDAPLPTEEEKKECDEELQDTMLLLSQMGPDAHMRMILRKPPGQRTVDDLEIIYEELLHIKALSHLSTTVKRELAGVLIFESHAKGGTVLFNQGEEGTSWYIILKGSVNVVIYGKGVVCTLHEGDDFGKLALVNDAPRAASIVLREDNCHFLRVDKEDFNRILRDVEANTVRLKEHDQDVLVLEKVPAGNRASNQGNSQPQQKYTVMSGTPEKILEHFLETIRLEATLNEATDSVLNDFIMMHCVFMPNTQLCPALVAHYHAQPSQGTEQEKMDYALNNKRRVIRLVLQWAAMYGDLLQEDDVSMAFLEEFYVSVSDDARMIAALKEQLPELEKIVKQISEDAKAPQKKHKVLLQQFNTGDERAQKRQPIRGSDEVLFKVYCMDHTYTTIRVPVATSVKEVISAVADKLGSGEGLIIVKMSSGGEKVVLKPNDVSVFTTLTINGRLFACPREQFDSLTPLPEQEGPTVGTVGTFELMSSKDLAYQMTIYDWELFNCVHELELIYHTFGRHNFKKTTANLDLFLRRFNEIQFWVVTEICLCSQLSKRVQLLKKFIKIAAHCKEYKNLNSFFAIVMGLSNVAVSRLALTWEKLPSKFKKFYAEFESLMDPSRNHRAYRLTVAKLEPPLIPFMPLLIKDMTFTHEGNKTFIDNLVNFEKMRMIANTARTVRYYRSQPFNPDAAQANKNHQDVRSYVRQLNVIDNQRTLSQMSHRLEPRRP
Nrf2 ARE act – activators of Nrf2 (ARE) signaling | AREc32 ARE-luciferase reporter (MCF7-derived line), luminescence, 24 h | Potency, µM (top dose mostly 46.1 µM), for inactives: at the top dose activation, usual class: activators | hit rate 0.31% among 410,000 | AID 624171; also: potency is read from the fitted curve at half-maximal effect; % of control where 0% means no effect; nearly all actives have a fitted effect of over 65% in size
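Each well held 1000 AREc32 cells, which were incubated with compound for 24 hr at 37 deg C after overnight attachment, and ARE reporter activity was quantified by firefly luciferase luminescence.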
A549 tox – A549 cytotoxicity, counter-screen for Nrf2 inhibitors; A549 ARE-Fluc cells, CellTiter-Fluor viability, 18-24 h; Potency, µM (top dose mostly 46 µM), inactives show at the highest dose activity change, negative = cytotoxicity, most hits filed as inhibitors; hit rate 0.16% among 390,000; AID 504648; also: potency is read from the fitted curve at half-maximal effect; % is scaled to controls: 0 for no effect and ±100 for the full control effect
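A549 ARE_Fluc cells in 5% FBS OPTI-MEM were exposed to compounds in concentration-response for 18-24 h at 37 deg C. Viability was read by CellTiter-Fluor fluorescence (Ex 405/Em 525) after 30 min, before the luciferase read.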
MmCpn inh – inhibitors of Methanococcus maripaludis chaperonin (MmCpn) | hit rate 0.031% among 330,000 | AID 504842 | Potency, µM (series often up to 76.9 µM), without a hit: top-dose activity, negative = inhibition, usual class: inhibitors | purified Mm-Cpn ATPase, ADP Transcreener TR-FRET; also: potency is read from the fitted curve at half-maximal effect; % is scaled to controls: 0 for no effect and ±100 for the full control effect; nearly all actives have a fitted effect of over 80% in size
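Purified archaeal Mm-CPN (25nM final) preincubated 10 min at 37degC with compound, then 10uM ATP for 30 min at 37degC; ADP measured by HTRF Transcreener TR-FRET; buffer 30 mM TRIS pH 7.4, 100mM KCl, 5mM MgCl2, 1mM DTT.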
Nrf2 block – Nrf2 pathway inhibition; AID 504444; A549 ARE-Fluc reporter, luciferase luminescence, 18-24 h; hit rate 2.1% among 360,000; Potency, µM (series often up to 46 µM), for the others: top-dose activity change, negative = inhibition, actives largely listed as inhibitors; also: potency is read from the fitted curve at half-maximal effect; % is scaled to controls: 0 for no effect and ±100 for the full control effect; nearly all actives have a fitted effect of over 60% in size
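Nrf2 function is reported as luminescence of an ARE-controlled luciferase in A549 cells. Compounds were tested at several concentrations, and a CellTiter-Fluor read on the same wells flagged cytotoxicity.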
EPAC2 agonist – activates human EPAC2 exchange factor. Q8WZA2. EPAC2 activation, biochemical qHTS; response scale: 100% = 6.5 mM cAMP response. Potency, µM (doses to about 154 µM), inactives show at the top dose activation, most hits filed as activators. hit rate 0.079% among 360,000; also: potency is read from the fitted curve at half-maximal effect; nearly all actives have a fitted effect of over 50% in size
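In this primary screen, activation is scored as increased exchange of BODIPY-GDP from Rap1B by 100 nM EPAC2, with 50 uM GDP as competitor. Signal is normalized to the 6.5 mM cAMP agonist control.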
* = called active by the depositor; i = inactive; ? = inconclusive; · = not tested or not shown; [ ] = remark or other dose. Unless noted, calls follow the shape of the dose curve; as a rule, active = well fitted curve in the direction sought with a large enough effect; inconclusive = small, poorly fitted or top-dose-only effect, or another doubt; inactive = no such curve, though single readings can be large; an effect the other way counts as inactive or inconclusive. This is a subset; rates above refer to the full screens.

Order of results – pAkt inh, TGFb inhibitor, CCT modulator, EPAC2 antag, Nrf2 ARE act, A549 tox, MmCpn inh, Nrf2 block, EPAC2 agonist
> CCOC(=O)/C(C#N)=C/c1ccc(OCC(=O)Nc2cc(C)ccc2C)c(OC)c1
    -82%*, -9%, -2.2, 6%, -0.7%, -7%, -1%, -11%, 4%
> COC(=O)Cn1c(=NC(=O)c2cc(-c3cccs3)nc3ccccc23)sc2cc(S(N)(=O)=O)ccc21
    i, ?, 2.0, -2%, 3.6%, -4%, -29%, -9%, 3%
> COc1nc2c(c(-c3cc(Br)cs3)c1C#N)Cc1ccccc1-2
    i, -18%, -0.9, 4%, 0.8%, 1%, 0%, -3%, 3%
> COc1ccc(C(=O)OCC(=O)N2CC(=O)Nc3ccccc32)cc1Br
    i, -18%, -2.6, -5%, 0.8%, 1%, -2%, -7%, 6%
> CN(C)CCOc1ccc2ccccc2c1
    i, ?, -0.7, 13%, -0.9%, 1%, -4%, -1%, 21%
> CC(C)NC(=O)c1cc(C2CCCCN2C(=O)c2ccc(C(C)C)cc2)on1 (configuration not stated)
    ·, -16%, 0.1, -29%, -0.1%, ·, ·, ·, 7%
> CC(c1ccccc1)C1CC(=O)N(c2ccccc2)C1=O (configuration not stated)
    i, -2%, 2.5, -3%, -0.5%, 7%, 1%, -3%, 8%
> Cc1ccc(CCNC(=O)c2cc(C)nn2-c2ccccc2)cc1
    i, -15%, -0.7, -13%, -0.1%, -4%, 3%, -13%, 8%
> CC(=O)Nc1nc2n(n1)C(c1ccc(Cl)cc1)C=C(C)N2 (configuration not stated)
    i, -4%, 0.5, -3%, -1.2%, -4%, -4%, -11%, 12%
> O=C1C2CC=CCC2C(=O)N1Cc1ccccc1Cl (configuration not stated)
    i, -3%, -0.9, -2%, -0.7%, -3%, -2%, -3%, -6%
> CC(=O)Nc1c(C)cc(S(C)(=O)=O)cc1C
    i, 16%, -0.1, 0%, -0.4%, 2%, 3%, 1%, 9%
> CCOc1ccccc1-c1cc(-c2ccc(OC)cc2)nc2c1c(=O)n(C)c(=O)n2C
    i, 18%, -0.6, -15%[57.1 µM], -0.3%, -11%, 1%, 19%, 17%
> CCCc1cc(=O)[nH]c(NCc2ccc(Cl)cc2)n1
    i, ?, -0.1, -11%, -0.3%, 11%, ·, -11%, 4%
> CC(=O)Nc1ccc(NC(=O)C/C(C)=N/NC(N)=S)cc1
    i, ?, -1.3, 3%, 4.0%, 2%, 2%, 8%, 3%
> O=C(CN1CCN(c2ccc(O)cc2)CC1)Nc1ccc(S(=O)(=O)N2CCCC2)cc1
    i, 9%, 2.1, ?, 2.8%, -3%, -1%, ?, 4%
> O=C(NN1CCOCC1)c1cc(-c2cccs2)nc2ccccc12
    i, -5%, -6.2, -2%, 1.9%, -16%, -2%, 2%, 0%
> CCOc1ccc(OCc2ccc(C(=O)OCc3ccccn3)o2)cc1
    i, -19%, -0.5, 8%, -2.3%, -1%, 2%, ?, 4%
> COC(=O)c1nc(NC(=O)c2ccccc2)n[nH]1
    i, -9%, -1.3, 0%, 0.0%, ·, -2%, 5%, 5%
> Cc1ccc(CNC(=O)c2cccnc2Sc2cccc(Cl)c2)cc1
    i, 3%, 1.8, 6%, 0.3%, 3%, 0%, -2%, 8%
> Cc1ccccc1Sc1ccc([N+](=O)[O-])cn1
    i, -7%, -0.9, -6%, 2.6%, 13%, ·, 12%, 11%

The closing 2 entries of the section above lead into the next:
Order of results – pAkt inh, TGFb inhibitor, CCT modulator, EPAC2 antag, Nrf2 ARE act, A549 tox, MmCpn inh, Nrf2 block, EPAC2 agonist
> Cc1ccc(CNC(=O)c2cccnc2Sc2cccc(Cl)c2)cc1
    i, 3%, 1.8, 6%, 0.3%, 3%, 0%, -2%, 8%
> Cc1ccccc1Sc1ccc([N+](=O)[O-])cn1
    i, -7%, -0.9, -6%, 2.6%, 13%, ·, 12%, 11%
> CC(C)c1ccc(/C=C/C(=O)Nc2nc3ccc([N+](=O)[O-])cc3s2)cc1
    ·, 1%, 0.7, -8%, -0.2%, -1%, 1%, 3%, -1%
> COc1ccccc1OCCNC(=O)c1cc(SC)ccc1Cl
    i, -4%, 0.4, 5%, 0.2%[9.22 µM], 4%, 3%, 2%, -7%
> Clc1ccc2c(c1)CNc1c(ncnc1N1CCOCC1)O2
    ·, 15%, -4.4, 3%, -0.6%, 5%, -1%, 1%, -84%[inhibitor][15.6 µM]
> COc1ccc(-n2nc(C(=O)O)cc2-c2ccccc2)cc1
    i, 7%, -0.8, 18%, -0.5%, -4%, -1%, -4%, 4%
> CCN(CC)c1ccc(NC(=O)C2CCCN(S(=O)(=O)c3cccnc3)C2)c(C)c1 (configuration not stated)
    i, 0%, -1.3, -7%, -0.1%, 2%, -1%, ?, 7%
> N#C/C(=C/c1cn(CC(=O)O)c2ccccc12)C(=O)NCc1ccccc1
    i, -9%, -0.2, 0%, -0.7%, ?, 1%, 1%, 6%
> O=c1[nH]c(=O)c2cn[nH]c2[nH]1
    i, -4%, 0.0, -10%, -0.7%, 1%, -7%, -6%, 5%
> CCCCn1c(N)c(N(CCOC)C(=O)c2cc3c(s2)CCC3)c(=O)[nH]c1=O
    i, 19%, 0.4, -4%, 0.5%, 0%, -4%, -4%, 2%
> O=C(O)c1ccc(NC(=O)c2cccc(C(=O)Nc3ccc(C(=O)O)cc3)n2)cc1
    i, -5%, -1.4, 9%, 0.0%, -2%, 0%, ?, 1%
> Cc1cc(Cl)ccc1-c1nc(NC(C)C)nc2ccsc12
    i, 11%, -2.9, -9%, 3.5%, ·, ·, ·, 18%
> O=P(O)(CP(=O)(c1ccccc1)c1ccccc1)c1ccccc1
    i, -3%, 1.1, 2%, 0.7%, -1%, -1%, ·, -12%
> Cc1c(C(=O)c2ccc(Cl)cc2[N+](=O)[O-])c2ccccn2c1CCC#N
    i, -16%, -0.6, ?, 8.9%, ?, 0%, ?, -13%
> Cc1ccc(Nc2nc(-c3ccc(O)cc3O)cs2)nc1
    i, 13µM*, -0.5, -4%, ?, -10%, -4%, 3%, 9%
> COC(=O)c1cc(S(=O)(=O)n2nc(C)cc2C)c(Cl)cc1Cl
    i, -8%, 0.9, 6%, 2.5%, 4%, -2%, 6%, -5%
> COc1cc(OC)c(NC(=O)c2ccc3c(Cl)c4c(nc3c2)CCCC4)cc1Cl
    ·, 1%, ·, ·, -0.6%, -9%, ·, 16%, ·
> CN(Cc1cccs1)C(=O)c1ccc(Cl)c(S(=O)(=O)N2CCCCCC2)c1
    i, -6%, 0.8, 5%, 2.3%, -13%, 1%, ?, 19%
> COc1ccc(-c2cnc(C(N)=O)c(=O)[nH]2)cc1
    i, -8%, -0.4, -4%, 0.3%, ·, ·, ·, 0%
> COCCCn1c(=S)[nH]c2c(sc3ccccc32)c1=O
    i, 2%, -0.1, 29%, 3.5%, 4%, -5%, 11%, 9%
> C=CCNC(=O)NC(=O)COC(=O)/C(C#N)=C/c1cc(C)n(CC(C)C)c1C
    i, 2%, 0.0, -1%, -0.4%, -2%, -2%, 12%, -19%
> Cc1ccc(C(NC(=O)CN2C(=O)NC3(CCCC3)C2=O)c2ccccc2)cc1 (configuration not stated)
    i, 2%, 0.8, -19%, 0.7%, 7%, 0%, ?, 3%

Next section.
SMILES	pAkt inh	TGFb inhibitor	CCT modulator	EPAC2 antag	Nrf2 ARE act	A549 tox	MmCpn inh	Nrf2 block	EPAC2 agonist
Cc1[nH]c2ccccc2c1C(=O)COC(=O)c1c(-c2ccccc2)noc1C	i	?	-0.3	-21%	-0.7%	-11%	-9%	?	-3%
Oc1[nH]c2ccccc2c1N=Nc1ccc(C(F)(F)F)cn1	i	9%	0.6	6%	13%	-5%	-2%	·	-4%
CCOc1cccc(CN2CCCC(N3CCc4cc(OC)c(OC)cc4C3)C2)c1O (configuration not stated)	i	4%	-5.2	0%	-0.6%	-2%	1%	13%	2%
COc1ccccc1/C=C/C(=O)OCC(=O)NC1CC1	i	-6%	-0.1	2%	2.7%	1%	2%	-2%	9%
CN1CCN(C(c2cccs2)c2nnnn2Cc2ccc(F)cc2)CC1 (configuration not stated)	i	0%	-4.1	11%	-0.4%	-2%	3%	2%	6%
O=C(Nc1sc2c(c1C(=O)NCCCO)CCCC2)c1ccccc1	i	2%	-0.6	-5%	0.3%[9.22 µM]	-2%	-5%	-30%	-1%
CC(=O)c1cccc(NC(=O)CCCN(C)S(=O)(=O)c2ccc(F)cc2)c1	i	6%	-0.3	3%	-0.5%	16%	-1%	7%	8%
CC(C)CNC(=O)/C=C/c1cccs1	i	-14%	1.8	21%	2.1%	-6%	1%	26%	1%
Cc1nn(CC(=O)NC2(C)CCS(=O)(=O)C2)c(C)c1S(=O)(=O)N(C)C (configuration not stated)	i	2%	-2.2	-3%	-0.6%	1%	1%	2%	11%
